Screening results deposited in PubChem by National Center for Advancing Translational Sciences (NCATS).
GLS inh = glutaminase GLS (human) inhibition. GLS enzymatic activity, qHTS titration. actives 0.21% (n = 410,000). Potency, µM (top dose mostly 45.5 µM), without a hit: at the top dose activity change, negative = inhibition, actives largely listed as inhibitors. O94925. AID 624170; also: potency is read from the fitted curve at half-maximal effect; % is scaled to controls: 0 for no effect and ±100 for the full control effect
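Two-point fluorescence kinetic (t0, 30 min RT) for hKGA; glutamate detected via glutamate oxidase–HRP–Amplex Red. Substrate: 1 mM L-glutamine solution; buffer 45 mM KH2PO4, pH 8.2.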
PI4K2A block = inhibitors of human PI4K2A; purified PI4K2A, ADP-Glo luminescence, 1 h; active compounds read low; activity change, negative = inhibition, % at 76.9 µM; actives 0.13% (n = 420,000); in the data active = activity change below about -50%; inconclusive = mostly about -30% to -49%;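 also: -100% = wells without enzyme as full effect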
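ADP-Glo luminescence measured ADP generated by PI4K2A enzyme (4 ug/mL before mixing) with 1.2 mM PI substrate (pre-mix) and 300 microM ATP (pre-mix). Tris pH7.5 buffer with MgCl2, Triton X-100; 1 h reaction at ambient temperature.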
JMJD2A Tudor inh = inhibitors of human JMJD2A Tudor domain; AlphaScreen JMJD2A-Tudor / H3K4me3 peptide binding; Potency, µM (series often up to 114 µM), inactives show at the highest dose activity change, negative = inhibition, hits mostly inhibitors; O75164; actives 4.4% (n = 390,000); also: potency is read from the fitted curve at half-maximal effect; % is scaled to controls: 0 for no effect and ±100 for the full control effect; nearly all actives have a fitted effect of over 50% in size
Target sequence (O75164 whole entry, looked up, the tested form may be a part): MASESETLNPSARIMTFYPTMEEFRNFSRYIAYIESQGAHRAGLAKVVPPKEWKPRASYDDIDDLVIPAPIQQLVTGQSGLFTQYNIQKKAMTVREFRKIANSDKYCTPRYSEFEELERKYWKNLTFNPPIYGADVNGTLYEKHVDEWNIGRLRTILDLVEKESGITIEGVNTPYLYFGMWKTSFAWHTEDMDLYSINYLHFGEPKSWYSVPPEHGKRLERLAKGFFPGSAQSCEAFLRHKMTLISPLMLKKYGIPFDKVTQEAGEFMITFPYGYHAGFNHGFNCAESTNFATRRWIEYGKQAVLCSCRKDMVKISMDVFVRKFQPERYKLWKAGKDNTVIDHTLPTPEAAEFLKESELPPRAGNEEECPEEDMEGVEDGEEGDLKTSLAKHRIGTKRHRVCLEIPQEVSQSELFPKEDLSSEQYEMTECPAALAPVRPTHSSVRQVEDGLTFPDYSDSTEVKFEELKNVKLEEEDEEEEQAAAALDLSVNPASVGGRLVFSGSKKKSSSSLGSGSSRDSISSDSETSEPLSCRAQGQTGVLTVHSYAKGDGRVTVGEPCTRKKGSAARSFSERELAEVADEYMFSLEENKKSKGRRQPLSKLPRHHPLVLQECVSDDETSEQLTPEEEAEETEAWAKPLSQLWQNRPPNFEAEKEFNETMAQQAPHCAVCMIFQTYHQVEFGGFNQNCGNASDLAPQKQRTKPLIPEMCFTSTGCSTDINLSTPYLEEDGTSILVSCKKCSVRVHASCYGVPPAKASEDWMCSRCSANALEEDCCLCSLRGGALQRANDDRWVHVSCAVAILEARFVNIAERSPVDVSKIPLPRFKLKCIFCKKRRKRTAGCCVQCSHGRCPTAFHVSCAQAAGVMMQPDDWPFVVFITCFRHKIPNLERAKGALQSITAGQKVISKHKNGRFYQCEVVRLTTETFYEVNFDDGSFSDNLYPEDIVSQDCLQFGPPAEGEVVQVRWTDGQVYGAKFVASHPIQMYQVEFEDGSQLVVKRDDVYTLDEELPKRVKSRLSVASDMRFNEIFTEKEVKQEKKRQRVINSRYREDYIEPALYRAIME
Pin1 inh = blocks the human prolyl isomerase Pin1 | actives 0.009% (n = 390,000) | Pin1 FP peptide displacement, HiFluor488, 10 min | Q13526 | Potency, µM (top dose mostly 115 µM), inactives show at the highest dose activity, negative = inhibition, usual class: inhibitors | AID 504891; active = well fitted inhibition curve with a large enough effect in the polarisation, with a control signal flat, not every such curve was filed as active; inconclusive = small, poorly fitted or top-dose-only effect, or effect the other way, or a change in a side signal; inactive = no such curve, though single readings can be large or run the other way; the % refers to the polarisation; also: potency is read from the fitted curve at half-maximal effect; % is scaled to controls: 0 for no effect and ±100 for the full control effect
PGK inhibitor = blocks T. brucei phosphoglycerate kinase; AID 602233; actives 0.043% (n = 380,000); P07378; Potency, µM (titrated, usually from 57.5 µM), for the others: at the highest dose activity change, negative = inhibition, most hits filed as inhibitors; PGK/GAPDH coupled, Kinase-Glo luminescence, 60 min; also: potency is read from the fitted curve at half-maximal effect; % is scaled to controls: 0 for no effect and ±100 for the full control effect; nearly all actives have a fitted effect of over 60% in size
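Recombinant glycosomal PGK reaction used 1,3-bisphosphoglycerate generated in-well by GAPDH (100nM final) in 100mM TEA pH 7.6, 5mM MgCl2, 0.01% Tween-20. After 60 minutes at room temperature, ATP was read by Kinase-Glo Plus luminescence end-point.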
ERG Ets-DNA blk = ERG Ets/DNA interaction inhibition; P11308; fluorescence polarization, His-ERG Ets domain / labelled DNA; Potency, µM (highest dose often 76.9 µM), without a hit: at the top dose FP activity, negative = inhibition, most hits filed as inhibitors; actives 0.028% (n = 370,000); AID 624246; active = well fitted inhibition curve with a large enough effect in the polarisation, with a control signal flat; inconclusive = small, poorly fitted or top-dose-only effect, or effect the other way, or a change in a side signal; inactive = no such curve, though single readings can be large or run the other way; the % refers to the polarisation;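 also: polarization taken with two DNA probes labelled with fluorescein and Texas red; potency is read from the fitted curve at half-maximal effect; % of control where 0% means no effect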
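His-tagged ERG Ets domain (1 uM in the protein solution; 300mM KCl, 50mM Tris-HCl, 1mM EDTA, 1mM DTT, pH 7.5) received compound, then a probe mix of 5 nM fluorescein-DNA and 100nM Texas-615-DNA. Fluorescence polarization was read for both dyes.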
HP1b chromo inh = blocks HP1-beta chromodomain binding to methylated histone tails. AlphaScreen HP1-beta / biotin-H3K9me3 peptide binding. actives 0.56% (n = 390,000). AID 540317. P83916. Potency, µM (top dose mostly 114 µM), without a hit: top-dose activity change, negative = inhibition, usual class: inhibitors; also: potency is read from the fitted curve at half-maximal effect; nearly all actives have a fitted effect of over 70% in size; inactives centre near 23
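AlphaScreen: HP1-beta (50 nM) preformed 30 min with biotin-H3(1-18)K9me3 peptide (50 nM) in PBS pH 7.4, 0.01% Tween-20. Compound added for 30 min at RT, then streptavidin donor/nickel chelate acceptor beads (10 ug/mL) for 30 min.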
BAZ2B block = inhibitors of human BAZ2B bromodomain | actives 4.4% (n = 360,000) | AID 504333 | Q9UIF8 | AlphaScreen BAZ2B-H3K14Ac peptide displacement | Potency, µM (top dose mostly 114 µM), inactives show top-dose activity change, negative = inhibition, hits mostly inhibitors; also: potency is read from the fitted curve at half-maximal effect; % is scaled to controls: 0 for no effect and ±100 for the full control effect; nearly all actives have a fitted effect of over 60% in size
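BAZ2B 50 nM plus b-H3(5-23)K14Ac 50 nM, PBS pH 7.4/0.01% Tween-20, 30 min RT; compound added (max 110 uM), 30 min RT; streptavidin donor/Ni-chelate acceptor beads 10 ug/mL final, 20 min dark; AlphaScreen read.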
G9a inh = G9a (human) methyltransferase inhibition | G9a H3K9 monomethylation, AlphaScreen, 2 h | Potency, µM (doses to about 102 µM), for inactives: at the top dose activity, negative = inhibition, hits mostly inhibitors | actives 8.8% (n = 350,000); also: potency is read from the fitted curve at half-maximal effect; % is scaled to controls: 0 for no effect and ±100 for the full control effect; nearly all actives have a fitted effect of over 75% in size
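AlphaScreen read-out: biotin-H3K9 peptide (500 nM) methylation by 20 nM enzyme with 20 uM SAM, 2 h at room temperature after 15 min compound preincubation; anti-monomethyl H3K9 antibody plus donor/acceptor beads, 10 min dark.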
Starred values were filed as active, the others as inactive; i = inactive; ? = inconclusive; . = not tested or not shown; [ ] = remark or other dose. Unless noted, calls follow the shape of the dose curve; as a rule, active = well fitted curve in the direction sought with a large enough effect; inconclusive = small, poorly fitted or top-dose-only effect, or another doubt; inactive = no such curve, though single readings can be large; an effect the other way counts as inactive or inconclusive. Compounds as they come (roughly 11% active in at least one column).

GLS inh,PI4K2A block,mol,JMJD2A Tudor inh,Pin1 inh,PGK inhibitor,ERG Ets-DNA blk,HP1b chromo inh,BAZ2B block,G9a inh
1.5%,-1.2,CCCCn1nc2cc(C(=O)NCc3ccc(C(F)(F)F)cc3C(F)(F)F)ccc2c1OCC,-6.9%,?,3.5%,-2.9%,53.9%[activator],-6.1%,7.9%[12.7 µM]
18.1%,-1.5,CC(=O)N1CCc2cc(S(=O)(=O)CCC(=O)N3CCN(c4ccccc4)CC3)ccc21,-13.5%,0.1%,2.8%,-9.1%,23.7%,-0.6%,14.5%[0.0925 µM]
4.2%,-10.5,COc1ccc(C(=O)Nc2ccccc2C(=O)N/N=C/c2ccco2)cc1,-26.7%,2.5%,?,-5.7%,2.0%,-28.4%,3.7%[59 µM]
3.2%,-0.4,CN(C)C(=O)Nc1ccc(F)cc1F,-15.1%,0.4%,-7.5%,.,19.9%,6.2%,9.8%[59 µM]
6.2%,-4.2,COc1ccc(S(=O)(=O)C(C#N)c2nc3ccccc3nc2N2CCCC(C)C2)cc1 (stereo unspecified),?,?,-0.9%,-2.0%,?,44.7µM*,?
-1.0%,1.5,N#Cc1ccc(C23CC4(C2)[C@H](CN(Cc2ccc(C(F)(F)F)cc2)[C@@H]4c2ccccc2)C3c2ccccc2)cc1 (stereo partly specified),-23.9%,36.5%[activator],-2.9%,-0.4%,24.0%,-5.3%,?
-2.9%,3.1,c1ccc(Oc2nc(-c3cccnc3)nc3ccccc23)cc1,29.6%,2.3%,-4.8%,-15.4%,91.2%[activator],3.7%,.
0.8%,-3.8,O=C(NC(=S)Nc1ccccc1Br)c1ccc2c(c1)OCO2,-8.3%,-2.8%,-2.4%,-3.0%,11.7%,-18.3%,-0.3%
-18.5%,0.2,Cc1ccc(NC2CCCN(C(=O)c3cnsn3)C2)cc1C (stereo unspecified),-16.7%,-0.7%,-6.3%,-4.6%,3.4%,?,?
26.0%,-2.4,COc1ccc(N2CCN(C(=O)c3cc(-c4ccc(F)cc4)[nH]c3C)CC2)cc1,44.7µM*,-1.2%,-0.6%,15.8%,?,44.7µM*,44.7µM*
-1.5%,1.2,CCNC(=O)C1CC(=O)N(Cc2ccc3c(c2)OCO3)C(=Nc2ccc(F)cc2)S1 (stereo unspecified),-13.4%,4.2%,4.3%,.,12.8%,6.1%,12.0%[59 µM]
12.2%,2.1,CCOC(=O)CC1C(=O)NCCN1C(=S)NC(=O)c1ccccc1OC (stereo unspecified),28.2µM*,1.6%,0.2%,0.6%,-11.8%,-0.9%,.
0.3%,0.0,O=C1C2CCCN2C(c2ccccc2)N1c1ccc(Cl)cc1 (stereo unspecified),0.7%,9.9%,i,-0.8%,21.9%,-4.4%,22.3%[59 µM]
-3.8%,-1.1,OCCC1CN(Cc2nc(-c3ccccc3)cs2)CCN1CCc1ccccc1 (stereo unspecified),-29.4%,9.6%,-12.9%,-4.7%,14.0%,-36.7%,?
4.8%,32.2,Cc1nn(-c2ccccc2)c(Cl)c1/C=C(\C#N)C(=O)NC(C)C,-16.0%,-13.1%,-5.2%,-0.4%,24.7%,9.1%,2.6%[59 µM]
-11.1%,3.4,CCc1ccccc1N(C(=O)c1snc(C(N)=O)c1N)C(C(=O)NCC1CCCO1)c1c[nH]c2ccccc12 (stereo unspecified),-9.6%,8.0%,-1.4%,0.7%,25.7%,-1.3%,8.2%
-1.1%,2.1,O=C(NC1CCCC1)C(c1ccco1)N(C(=O)c1csnn1)c1ccccc1 (stereo unspecified),-2.1%,1.3%,-7.2%,3.0%,16.6%,0.4%,17.6%
1.8%,3.4,O=C1C2CCCN2C(c2ccccc2F)N1c1ccc(F)cc1 (stereo unspecified),-20.0%,-1.3%,-4.1%,-5.6%,50.1%[activator],6.0%,7.4%[59 µM]
-5.4%,-4.8,CC(=O)Nc1ccc(NC(=O)CN2C(=O)CN(C)C(=O)c3ccccc32)cc1,-7.0%,-9.0%,9.5%,-0.4%,29.0%,-9.7%,4.1%[59 µM]
11.8%,-3.4,O=C1OCc2cc(NC(=O)C3CCCO3)ccc21 (stereo unspecified),-0.7%,-5.8%,-4.6%,-10.9%,19.3%,-1.0%,-1.4%[59 µM]
4.6%,2.3,CC(C)c1ccc(NC(=O)CCCC(=O)NCCc2ccccc2)cc1,-10.0%,-0.6%,8.7%,-1.4%,49.1%[activator],-6.1%,.
-2.4%,1.3,O=C(N/N=C/c1cccc([N+](=O)[O-])c1)c1ccc(COc2ccccc2-c2ccccc2)cc1,-19.0%,-0.2%,-3.8%,-2.3%,27.6%,-22.2%,-5.7%[59 µM]
-6.4%,-1.7,COc1ccc(OC)c(CNC(=O)c2c3c(nc4ccccc24)C(=O)N(C2CCCCC2)C3)c1,-18.0%,-0.3%,3.0%,0.7%,20.5%,-9.9%,8.1%[59 µM]
6.1%,-3.9,O=C(CCS(=O)(=O)c1ccc(Br)cc1)Nc1ccc(Cl)cc1F,-13.1%[57.1 µM],-4.9%,-2.2%,3.9%,34.4%,2.8%,26.4%[59 µM]
18.1%,3.9,O=C(COC(=O)c1ccc2[nH]c3c(c2c1)CCCC3)Nc1ccc(Cl)cc1Cl,-2.7%,7.2%,8.7%,0.4%,23.0%,-29.7%,-7.4%[59 µM]
2.5%,-1.6,O=C(OCC(=O)N1CCCc2ccccc21)c1cccc(S(=O)(=O)N2CCc3ccccc32)c1,3.5%,0.6%,-9.3%,5.7%,15.7%,-3.8%,?
-13.3%,-2.5,COc1ccc(CNC(=O)CS(=O)(=O)c2cccc3nsnc23)cc1,-23.5%,-3.0%,-1.1%,-3.3%,18.5%[57 µM],2.0%,-0.2%[59 µM]
3.5%,-1.4,COc1ccc2c3c(c(=O)oc2c1OCC(N)=O)CCCC3,-5.8%,1.1%,5.8%,7.2%,31.9%,-2.5%,-5.4%[12.7 µM]
23.8%,-1.9,COc1ccc(C(=O)NC(=S)Nc2ccc3[nH]c(=O)[nH]c3c2)cc1,-17.1%,14.2%,-2.6%,5.8%,-19.6%,-0.6%,?
0.8%,-7.6,Nn1c(Cc2ccccc2)nc2cc(Cl)ccc2c1=O,-13.1%,-4.3%,i,-1.6%,62.7%[activator],-3.3%,?
-1.7%,2.2,COc1ccc(C(=O)N2CCCN(C)CC2)cc1S(=O)(=O)N(C)Cc1ccccc1,-10.8%,0.9%,0.7%,6.2%,31.4%,7.7%,-11.4%[12.7 µM]
2.1%,1.9,CN1CCCCC1=NCCCn1cnc2c1c(=O)n(C)c(=O)n2C,-11.3%,-19.7%,0.7%,-5.9%,14.9%,-1.5%,11.8%
0.0%,-0.6,O=S(=O)(c1cccc(F)c1)N1CCN(C(=S)NCC2CCCO2)CC1 (stereo unspecified),-9.7%,-9.6%,5.2%,-4.5%,5.4%,0.1%,.
2.1%,0.1,COc1cc(NC(=O)CSc2nc3c(C)ccc(C)c3cc2C)c(C(=O)O)cc1OC,-28.6%,-10.0%,i,5.4%,6.8%,-38.3%,-13.9%[59 µM]
3.8%,-15.2,Cc1cccc(NC(=O)c2ccc(N3CCCCC3)c([N+](=O)[O-])c2)n1,?,-3.7%,-4.5%,-4.6%,?,11.2µM*,?
-0.5%,-13.7,Oc1ccccc1C1NN=C(c2ccccc2)S1 (stereo unspecified),-19.7%,0.6%,-9.3%,11.3%,77.2%[activator],17.8µM*,.
-2.0%,1.2,Cc1cc(C)cc(NC(=S)N2CCN(S(C)(=O)=O)CC2)c1,-13.9%,-11.2%,-6.4%,4.1%,13.4%,-5.5%,.
0.1%,-0.6,CCOC(=O)/C(C#N)=C\c1cn(C)c2ccccc12,-7.4%[57.1 µM],0.8%,3.6%,-3.9%,34.7%[activator],1.4%,5.7%[0.501 µM]
5.0%,-3.9,Cc1cccc(S(=O)(=O)c2cn(Cc3ccc(F)cc3)c3cc(N4CCOCC4)c(F)cc3c2=O)c1,-11.2%,16.3%,i,3.3%,35.3%,4.9%,-24.9%[59 µM]
-5.1%,-1.9,Clc1ccc(-c2csc3ncnc(N4CCc5ccccc5C4)c23)cc1,-3.4%,1.9%,-6.8%,-7.4%,20.0%,-3.1%,5.6%[59 µM]
-4.4%,9.2,C=C(C(=O)c1ccccc1)C(CC(=O)c1ccccc1)c1ccccc1 (stereo unspecified),34.9%,-0.9%,i,-10.2%,95.5%[activator],15.6%,108.6%[activator][59 µM]
-1.9%,-3.7,Cc1ccc(N2CC(NS(=O)(=O)c3cccnc3)CC2=O)cc1C (stereo unspecified),2.4%,-3.2%,-9.3%,-1.9%,51.8%[activator],-8.3%,?
-1.3%,-0.4,O=C(CN1CCN(c2ncc(C(F)(F)F)cc2Cl)CC1)Nc1ccc2c(c1)OCO2,-34.3%,-10.6%,0.0%,.,11.5%,-29.1%,?
8.9%,-1.0,CC(=O)N1N=C(c2ccc(C)cc2)CC1c1cn(-c2ccccc2)nc1-c1cccs1 (stereo unspecified),-13.1%,-0.7%,-5.7%,2.8%,28.9%,-13.3%,6.5%[59 µM]
-1.8%,2.7,CCC(C)c1ccccc1N1CC(C(=O)Nc2cc(S(=O)(=O)N3CCOCC3)ccc2OC)CC1=O (stereo unspecified),-12.1%,-1.3%,-0.8%,8.3%,48.2%[activator],.,.
